Assay outcomes deposited in PubChem by Broad Institute.
RAD52 inh: RAD52 (human) annealing inhibition; P43351; recombinant RAD52 DNA annealing, FRET fluorescence; inhibition, % at 18.7 µM; actives 0.46% (n = 360,000);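 active means every replicate showing at least 50% inhibition; inconclusive means mean inhibition at least 50% but not in every replicate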
INS-1E GSIS act: GLuc luminescence reporter in INS-1E cells, primary screen for activators of glucose-dependent secretion of insulin; actives 0.61% (n = 370,000); INS-1E GLuc reporter insulin secretion, 2-3 h; activation, % at 16.6 µM; AID 743287;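 active means lowest replicate activation of at least 40%, so every replicate reaches that level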;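 further: 0% = median of neutral control wells and 100% = median of IBMX positive control wells; some compounds called inactive have numbers as strong as hits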
DENV2 CPE rescue: DENV2-induced cell death inhibition | DENV2-infected cells, cytopathic effect rescue, plate reader | CPE inhibition, % at 9.99 µM | actives 1.7% (n = 350,000); in the data active means CPE inhibition above about 20%, passing the limit was not always enough; inconclusive means no clear call, values can overlap the other calls; tested in BHK-21 cells;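 further: 0% = median of neutral control wells and 100% = median of positive control wells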
E-selectin induc: E-selectin induction on HUVECs | P16581 | actives 0.37% (n = 260,000) | HUVEC E-selectin immunofluorescence imaging; normalized: neutral wells 0, TNF-alpha wells 100 | activation, % at 7.58 µM | AID 686992;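 active means mean E-selectin-positive cell signal at least 10% of the positive control, reached in at least 60% of replicates, without over 20% cell loss; inconclusive means no rule given, readout overlaps actives, possibly toxicity-flagged; inactive means the rest, including those meeting only one limit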;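 further: in these data hits start at about 27%; measured in HUVEC primary endothelial cells; signal is the percent of cells scored E-selectin positive by PE staining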
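Test system: HUVEC; input: 3,000 HUVEC/well; measured by: immunofluorescence imaging; read-out: % PE-positive cells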
RAD54 inh: blocks human RAD54 Holliday junction branch migration. actives 0.14% (n = 360,000). FAM/BHQ fluorescence. Q92698. AID 602329. inhibition, % at 10.4 µM;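 active means mean normalized replicate activity at least 40 and at least half of replicates scoring 40 or more; inconclusive means only one of the two criteria met; inactive means mean below 40 and under half of replicates reaching 40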;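 further: 0% = median of neutral control wells and 100% = median of positive control wells; inhibitors cause a drop in the FAM fluorescence signal; in these data hits start at about 50%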
Target sequence (Q92698 whole entry, looked up): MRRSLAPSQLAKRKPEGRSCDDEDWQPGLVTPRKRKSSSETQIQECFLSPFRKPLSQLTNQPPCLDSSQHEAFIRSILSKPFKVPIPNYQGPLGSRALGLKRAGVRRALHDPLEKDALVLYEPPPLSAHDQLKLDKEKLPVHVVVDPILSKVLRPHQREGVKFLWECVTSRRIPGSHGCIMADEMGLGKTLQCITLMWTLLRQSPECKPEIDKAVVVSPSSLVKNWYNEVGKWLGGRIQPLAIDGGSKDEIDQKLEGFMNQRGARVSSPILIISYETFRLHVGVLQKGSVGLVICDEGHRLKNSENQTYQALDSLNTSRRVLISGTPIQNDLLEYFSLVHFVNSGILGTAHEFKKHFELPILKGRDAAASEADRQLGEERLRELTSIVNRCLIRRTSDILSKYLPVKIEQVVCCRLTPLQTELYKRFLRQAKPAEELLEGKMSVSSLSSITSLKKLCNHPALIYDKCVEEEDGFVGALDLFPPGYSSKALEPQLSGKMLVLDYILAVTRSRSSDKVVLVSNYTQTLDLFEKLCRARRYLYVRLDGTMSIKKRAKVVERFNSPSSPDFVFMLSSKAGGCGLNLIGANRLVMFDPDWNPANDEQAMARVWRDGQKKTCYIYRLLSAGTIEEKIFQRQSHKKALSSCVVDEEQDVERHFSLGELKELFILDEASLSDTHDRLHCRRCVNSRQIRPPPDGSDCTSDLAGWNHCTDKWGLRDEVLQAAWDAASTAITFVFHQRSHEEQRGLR
CFTR F508del cor: correctors of CFTR F508del function in bronchial epithelial cells; activity (quench increase), % at 7.58 µM; actives 0.36% (n = 350,000); CFBE cells, YFP halide quenching; stimulated with forskolin plus potentiator P3; % fluorescence drop versus neutral controls; AID 720511;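 active means mean added fluorescence quench of at least 8% versus neutral control, with both replicates also reaching 8%; inconclusive means only one of the mean or replicate conditions met; inactive means mean below 8% and not both replicates reaching 8%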;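 further: cells transiently co-express mutant CFTR-F508del with the halide-sensitive YFP; corrector assay measuring rescue of mutant channel to the surface after 24 h compound exposure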
XiGFP reactiv: activators of X-chromosome reactivation in mouse fibroblasts | actives 0.055% (n = 360,000) | XiGFP mouse fibroblasts, % GFP-positive cells imaging, 3 d; cells co-treated with 5-aza-dC sensitizer; scaled so ellipticine positive control = 100% | activation, % at 7.58 µM | AID 743238;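 active means mean normalized replicate activation at least 10% and every replicate at or above 10%; inconclusive means only one of the two criteria met; inactive means mean below 10% and not all replicates reach 10%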;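 further: 0% = median of on-plate neutral control wells and 100% = ellipticine 6 µM median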
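assay system = SV40-immortalized XiGFP fibroblast cells, line 68-5-11 | buffer or medium = DMEM plus 5-aza-dC sensitizer | doses = single-point pinned compound dosing | times = 3-day compound exposure, then 15 min fixation at room temperature | benchmarks = positive control ellipticine, 6 µM final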
Casp6 inh: blocks human caspase-6 cleavage activity; P55212; purified caspase-6, Z-VEID-R110 cleavage fluorescence; inhibition, % at 12.5 µM; actives 0.53% (n = 350,000); AID 686996;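 active means mean inhibition across replicates at least about 35%, with every replicate also reaching that limit, limit read from the data; inconclusive means only one of the two criteria met; inactive means neither criterion met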;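 further: 0% = median of neutral control wells and 100% = no fluorescence left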
Target sequence (P55212 24-179 limits assumed): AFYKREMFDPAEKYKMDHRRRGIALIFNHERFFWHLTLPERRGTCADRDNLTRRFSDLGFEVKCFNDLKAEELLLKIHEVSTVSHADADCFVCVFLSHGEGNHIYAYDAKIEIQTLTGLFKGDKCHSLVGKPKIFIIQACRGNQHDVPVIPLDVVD
Target sequence (P55212 194-293 limits assumed): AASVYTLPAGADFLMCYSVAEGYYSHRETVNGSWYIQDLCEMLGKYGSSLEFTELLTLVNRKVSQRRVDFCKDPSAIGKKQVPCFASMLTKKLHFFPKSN
The depositor's hits bear a star; ? = inconclusive; · = not tested or not shown. Random draw from the library. About 3.7% of those tested had a hit in this group.

SMILES | RAD52 inh | INS-1E GSIS act | DENV2 CPE rescue | E-selectin induc | RAD54 inh | CFTR F508del cor | XiGFP reactiv | Casp6 inh
COc1ccc([C@@H]2[C@@H]3C(=O)N(C(C)(C)C)C(=O)[C@@H]3[C@]3(CC(C)C)C(=O)N(c4cccc(F)c4)C(=O)N23)cc1 | -5 | -24 | 0 | -0.2 | 8 | 0.7 | 0.0 | 1
COc1ccccc1NC(=O)C1C2C=CC3(CN(Cc4cccnc4)C(=O)C13)O2 (stereo not drawn) | -1 | 31 | -1 | · | 6 | -3.1 | 0.1 | 1
CC(C)NC(=O)N(C)C[C@H]1OCCCC[C@H](C)Oc2ccc(NC(=O)CCC(F)(F)F)cc2C(=O)N([C@H](C)CO)C[C@H]1C | 4 | 11 | 7 | 1.2 | 6 | -3.5 | 0.1 | -1
O=C(C[C@@H]1CC[C@H](NS(=O)(=O)c2ccccc2)[C@H](CO)O1)N1CCN(c2ccccc2)CC1 | 0 | 11 | -11 | -0.1 | · | 2.1 | -0.3 | -5
COc1cccc(S(=O)(=O)Nc2ccc3c(c2)C(=O)N(C)C[C@H](OC)[C@@H](C)CN[C@H](C)CO3)c1 | -9 | 43 | 14 | -0.3 | 2 | -0.5 | 0.1 | 2
O=C(C[C@@H]1CC[C@@H]2[C@H](COC[C@@H](O)CN2C(=O)Nc2ccc(F)cc2)O1)NC1CCC1 | · | 2 | -2 | 0.1 | -14 | -4.2 | 0.4 | ·
CCn1c(Cc2ccccc2)nnc1SCC(=O)N1CCCC1=O | 4 | 28 | -2 | -0.1 | 1 | 0.4 | -0.1 | 3
CCCC(C)NC(=O)CSc1nnc2ccccn12 (stereo not drawn) | 7 | -3 | 9 | -2.3 | · | 1.7 | 0.0 | 0
Cc1cc(C)cc(NC(=O)Cn2nnc(C(=O)NCc3ccccc3Cl)c2N)c1 | -17 | 0 | -3 | · | -2 | -0.6 | 0.1 | 3
O=[N+]([O-])c1ccc(/C=N\NS(=O)(=O)c2ccc(F)cc2)o1 | -19 | 32 | -3 | -0.7 | 9 | 0.8 | 0.1 | 5
CC(C)N(C(=O)CSc1nnnn1-c1ccc2c(c1)OCO2)C(C)C | -9 | -2 | 1 | · | · | -0.2 | 0.0 | -1
Cn1nc(C(=O)N2CCN(c3ccc(F)cc3)CC2)c2c1-c1ccccc1S(=O)(=O)C2 | -24 | -15 | -1 | · | 7 | -1.3 | 0.1 | 1
CCC(=O)N[C@@H]1CC[C@H](CCn2cc(-c3cccc(OC)c3)nn2)O[C@@H]1CO | 15 | 15 | 5 | 2.1 | 2 | -1.6 | 0.9 | 3
CCNC(=O)C1CCCN(C(=O)c2cc(F)cc(F)c2)CC1 (stereo not drawn) | -1 | 18 | 1 | -0.1 | -8 | -3.0 | 0.3 | 1
CCOC(=O)c1ccc(-c2ccc(/C=N/NC(=O)CN(c3ccccc3Br)S(C)(=O)=O)o2)cc1 | -18 | 7 | 2 | -1.3 | · | · | 0.5 | 2
COc1ccc(C(=O)Nn2c(CC(C)C)nc3cc(Cl)ccc3c2=O)c(OC)c1 | 3 | -32 | 10 | · | -4 | 0.0 | 0.0 | 3
CCC(C)c1ccc(NC(=S)NCCn2cc(Br)cn2)cc1 (stereo not drawn) | -14 | 7 | 2 | · | -4 | -1.9 | 0.0 | 2
COC(=O)CNc1nc(Cl)nc(N2CCC(C)CC2)n1 | -5 | 15 | -7 | -0.4 | · | 0.8 | -0.2 | -2
CC(C)(C)C(=O)NC(=S)Nc1ccc(Cc2ccncc2)cc1 | -3 | 2 | 3 | · | -7 | 1.0 | 0.3 | -5
Cc1ccc(S(=O)(=O)N(C)C[C@@H]2Oc3ccc(NC(=O)Cc4ccccc4)cc3C(=O)N([C@H](C)CO)C[C@@H]2C)cc1 | 17 | -7 | 12 | -0.6 | -16 | 1.4 | 0.5 | 3
COC(=O)CNC(=O)C1CCCN1C(=O)CNC(=O)OCc1ccccc1 (stereo not drawn) | -1 | -4 | 1 | 0.1 | · | 0.9 | 0.0 | 0
Cc1ccc(SCC(=O)NNC(=O)CNC(=O)c2ccc(Br)cc2)cc1 | -8 | · | 8 | · | · | -0.9 | 0.0 | -3
C[C@H](CO)N1C[C@H](C)[C@H](CN(C)C(=O)Cc2ccccc2)OCCCC[C@H](C)Oc2ccc(NS(=O)(=O)c3cccs3)cc2C1=O | -8 | -28 | 0 | -0.1 | -5 | 3.3 | 0.0 | 3
CC(C(=O)NCc1ccccc1)N1C(=O)c2ccccc2C1=O (stereo not drawn) | -6 | 10 | -2 | · | -8 | -1.5 | 0.0 | 1
C[C@@H]1CN([C@H](C)CO)C(=O)Cc2cc(NC(=O)Nc3ccccc3)ccc2O[C@H]1CN(C)Cc1ccc(-c2ccccc2)cc1 | -2 | 7 | -4 | 0.3 | 2 | -3.2 | -0.1 | -3
COc1ccc2oc(C(=O)OC(C)C(=O)N3C(C)CCCC3C)c(C)c2c1 (stereo not drawn) | 4 | · | -2 | 0.6 | · | -2.0 | 0.0 | -1
C[C@@H]1CN([C@@H](C)CO)C(=O)c2cc(NS(=O)(=O)c3ccc(Cl)cc3)ccc2O[C@@H]1CN(C)C(=O)Nc1cccc2ccccc12 | -9 | -9 | 2 | 0.1 | 9 | -3.7 | 0.1 | 1
Cc1ccc(S(=O)(=O)Nc2ccc3c(c2)C(=O)N([C@@H](C)CO)C[C@@H](C)[C@H](CN(C)C(=O)Nc2c(C)noc2C)O3)cc1 | -11 | -2 | 1 | 0.0 | 2 | -2.3 | -0.3 | ·
O=C(Nc1cc(F)ccc1F)N1CC(=O)N2[C@H](CO)[C@@H](c3ccc(-c4cccc(F)c4)cc3)[C@H]2C1 | -32 | -19 | -2 | -0.2 | · | 2.2 | 0.2 | ·
CCc1nnc(NC(=O)CSc2nnc(CNC(=O)c3cc(OC)c(OC)c(OC)c3)o2)s1 | -11 | -1 | 1 | 5.7 | · | 0.0 | 0.0 | 0
CC(C)NC(=O)N(C)C[C@@H]1Oc2c(NC(=O)Nc3ccccc3)cccc2C(=O)N([C@@H](C)CO)C[C@H]1C | 4 | 10 | -18 | 0.9 | -12 | 1.3 | -0.9 | -1
COc1cccc(-c2ccc([C@@H]3[C@H](CO)N4C(=O)CN(C(=O)c5cccnc5)C[C@@H]34)cc2)c1 | -11 | 4 | 2 | 0.2 | · | -2.5 | 0.1 | 10
CCCCNC(=S)Nc1ccc([N+](=O)[O-])cc1 | · | -46 | · | 0.0 | -2 | · | 0.0 | ·
COc1ccc(S(=O)(=O)NCc2cccnc2)cc1OC | 6 | -4 | -2 | · | 3 | 3.6 | 0.1 | -4
Cc1ccsc1/C=C1\Oc2cc(OCC(=O)c3ccccc3)ccc2C1=O | -136 | · | -1 | 1.5 | · | · | -0.3 | 1
Cc1cccn2c(CNC3CCCc4ccccc43)c(C(=O)N3CCCCC3)nc12 (stereo not drawn) | -11 | -18 | -5 | -1.9 | · | 2.2 | 0.0 | 2
NC(Cc1ccc(F)cc1)c1csc(NC(=O)NC(c2ccccc2)c2ccccc2)n1 (stereo not drawn) | -28 | 1 | -2 | -0.1 | -8 | 2.5 | -0.1 | 2
Cn1cc(CN2CCCC(CO)(Cc3ccccc3)C2)c2ccccc21 (stereo not drawn) | 8 | 25 | -1 | · | 1 | · | 0.0 | 0
COc1ccc(NC(=O)CSCC(=O)Nc2ccc(S(=O)(=O)N3CCOCC3)cc2)cc1 | -17 | -4 | -3 | · | 4 | 0.2 | 0.2 | -26
O=C1NC(c2ccc(Br)cc2)Oc2ccccc21 (stereo not drawn) | -5 | · | 8 | 0.0 | -1 | 1.2 | 0.1 | -2
N#C[C@H]1[C@@H](c2ccc(C3=CCCCC3)cc2)[C@@H](CO)N1C(=O)c1cccc(F)c1 | 10 | -9 | 1 | 0.6 | 0 | 1.7 | 0.1 | -1
CCC(=O)N1CC2(C1)CN(Cc1ccc(Cl)cc1)[C@@H](CO)c1[nH]c3cc(OC)ccc3c12 | -18 | -11 | 5 | -0.8 | · | 0.9 | 0.3 | 2
O=C(C[C@@H]1C=C[C@@H](NC(=O)CC2CC2)[C@@H](CO)O1)NCc1ccccc1 | -3 | 10 | -1 | 0.0 | · | -1.1 | -0.2 | 0
O=C(C[C@H]1CC[C@H](NC(=O)c2ccc(F)cc2)[C@H](CO)O1)NCCc1ccccc1 | 9 | -5 | -11 | -0.3 | 4 | 1.7 | 0.2 | -4
O=CN1CCN(C(=S)NC(=O)c2ccc(Cl)cc2)CC1 | -3 | 3 | 2 | 0.2 | 15 | -0.5 | 0.0 | 1
CCOc1ccc(S(=O)(=O)N(CC)CC)cc1NC(=O)c1ccc(N2CCCC2=O)cc1 | -11 | 5 | -6 | 0.0 | 1 | 1.7 | 0.1 | -7
CCOC(=O)c1csc(NC(C)=O)n1 | -2 | -12 | 2 | 1.9 | · | -1.1 | 0.5 | 1
C[C@H](CO)N1C[C@H](C)[C@@H](CN(C)C(=O)Cc2ccncc2)Oc2cc(C#Cc3ccccc3F)ccc2S1(=O)=O | -2 | 5 | ? | 0.5 | -2 | -1.9 | -0.3 | -2
COC(=O)[C@]12CCCCC=C1N(Cc1ccco1)C(=O)[C@H](CC(=O)NCc1ccc(OC)c(OC)c1)C2 | -14 | 22 | -2 | 0.0 | · | 2.6 | -0.1 | 2
CCC(CO)NCc1ccc(OCC(O)c2ccccc2)c(OC)c1 (stereo not drawn) | -24 | 4 | -2 | · | 1 | 0.3 | -0.1 | -5
FC(F)(F)c1cc(CCN2CCNC[C@@H]2Cc2ccccc2)cc(C(F)(F)F)c1 | 43 | 191* | · | 0.0 | 6 | 1.5 | 0.0 | 18
Cn1c(Cc2ccccc2)nnc1SCC(=O)NC1CCCCC1 | -8 | 10 | · | · | -11 | · | · | 4
Cc1ccc(-c2noc(CN(C)C(=O)c3ccoc3C)n2)cc1 | -7 | -22 | 13 | · | -2 | 2.4 | 0.1 | 3
CCCCC(=O)NC(c1ccccc1)c1ccc2cccnc2c1O (stereo not drawn) | -7 | 10 | 16 | -0.1 | 9 | 3.6 | 0.0 | -5
CCc1nnc(SCC(=O)NC2CC2)n1CC | -7 | 11 | -6 | -0.2 | 1 | 0.4 | 0.3 | -6
COc1ccc(N=Cc2c(O)c3ccccc3n2C(C)=O)cc1 | -171 | 11 | -12 | · | -14 | -0.6 | 0.0 | 2
C[C@@H]1CN([C@@H](C)CO)C(=O)c2cc(C#CCN(C)C)cnc2O[C@H]1CN(C)C(=O)Nc1cccc(F)c1 | 4 | 7 | 0 | -0.3 | -12 | -0.3 | 0.3 | -79
C[C@@H]1CN([C@@H](C)CO)C(=O)c2cccc(NC(=O)C3CCOCC3)c2O[C@@H]1CN(C)Cc1ccc2c(c1)OCO2 | -6 | 12 | -4 | · | 13 | 3.3 | -0.9 | 0
